From PubChem BioAssay
Hsp70 inhibitors: Hsp70 inhibitors, probe displacement, primary screen, biochemical, fluorescence polarization (AID 583); displacement, % at 20 µM, or IC50 in µM where a hit was titrated; Hsp70 fluorescence polarization probe displacement, mP; higher % means a stronger effect; 140,000 tested, 0.06% active; in the data active means displacement above about 50%;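 further: plate controls were vehicle for no effect and reference ligand for full effect; a part of the inactive calls stands beside numbers as strong as those of hits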
Rat MKP-3 inhibitors: inhibition of rat DUSP6 enzyme activity – biochemical, in vitro, primary screen (AID 425); 110,000 tested, 0.17% active; one-dose inhibition, % at 20 µM; IC50 in µM for titrated hits; recombinant MKP-3 phosphatase activity, fluorescence; higher % means a stronger effect; in the data active means inhibition above about 50%;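 further: plate controls were vehicle for no effect and reference inhibitor for full effect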
* = called active by the depositor; · = no result given; & = joins results of further samples. These rows are one share of the data, so the mix of outcomes need not match the whole.

Hsp70 inhibitors | Rat MKP-3 inhibitors | canonical_smiles
2.0% | 0.1% | CC(c1ccco1)N(C(=O)COc1ccc(Cl)cc1)c1ccccn1 (centres undefined)
-0.4% | · | Cc1ccccc1NC(=S)NCc1cccs1
-0.6% | 0.1% | NC(=O)N/N=C1\NC(=O)/C(=C\c2ccccc2)S1
-2.3% | 3.7% | CCSCCOC(=O)C1=C(C)NC2=C(C(=O)CCC2)C1c1ccc(OC)c(OCc2ccccc2)c1 (centres undefined)
-6.0% | -11.3% | COc1ccccc1NC(=O)N(Cc1ccccc1)c1ccccn1
-2.1% | · | Cc1cc(C)c(C#N)c(SCc2ccccc2)n1
· | 1.2% | Cc1ccnc(NC(=O)Nc2ccc3c(c2)N(C)C(=O)CS3)c1
3.5% | -4.1% | O=C(COC(=O)c1cncc(Br)c1)NCCC1=CCCCC1
0.3% | -4.6% | Cc1ccc2c(c1)c1c(n2C)C(C(N)=O)CCC1 (centres undefined)
-1.3% | -3.4% | COc1ccc(OC)c(CCNC(=O)CS(=O)(=O)Cc2nc(-c3ccccc3C)oc2C)c1
-0.1% | -9.3% | Cn1c(=O)c2c(ncn2CC(=O)Nc2nnc(Cc3ccccc3)s2)n(C)c1=O
-6.7% | 2.8% | CCOc1cc(/C=C2/SC(=Nc3ccc(Cl)cc3)NC2=O)ccc1O
2.1% | · | O=C(Cn1nc(-c2ccc(N3CCOCC3)c([N+](=O)[O-])c2)c2ccccc2c1=O)N1CCCCC1
0.9% | -0.8% | CC(C)(C)C(=O)CN1CCN(S(=O)(=O)c2ccc(F)cc2)CC1
3.1% | · | CCN(CC(=O)Nc1ccc2c(c1)OCCO2)S(=O)(=O)c1ccc(C)cc1
-0.3% | -11.2% | COC(=O)c1cn(CC(=O)NCc2cccs2)c2ccccc12
3.3% | 0.3% | O=C1/C(=C/c2cccc(O)c2)SC(=S)N1c1ccc(O)cc1
-20.9% | · | Oc1ccc(Cl)cc1C1=Nc2ccccc2N=C(c2ccco2)C1
0.9% | 1.5% | COC(=O)c1cc(C(=O)N2CCN(C)CC2)cc([N+](=O)[O-])c1
3.5% | -3.8% | CCC(C)c1ccc(O)c(NC(=O)c2cccnc2)c1 (centres undefined)
-1.2% | -1.8% | COc1ccc(-c2ccc(CCC(=O)O)n2NC(=O)c2cccs2)cc1
-5.6% | -3.5% | Cc1nc(SCCO)c2oc3ccccc3c2n1
-4.0% | 3.4% | O=[N+]([O-])c1ccccc1N/C(=N/S(=O)(=O)c1ccccc1)c1ccccc1
3.1% | -3.3% | Cc1sc2nc(-c3ccco3)oc(=O)c2c1C
1.9% | 1.5% | c1ccc(CNn2c(CN3CCOCC3)nc3ccccc32)cc1
-10.4% | 2.5% | CCOc1ccc(N2C(=O)NC(=O)/C(=C\c3ccc(OC)cc3C)C2=O)cc1
2.3% | -16.1% | CCSc1nnc(NC(=O)Cc2ccc(OC)c(S(=O)(=O)N3CCOCC3)c2)s1
-1.7% | · | O=C(CNC(=S)N(Cc1ccccc1F)C1CCCCC1)NC1CC1
-1.3% | 4.9% | COc1ccc(NC(=O)/C(C#N)=C\c2cc(C)n(-c3ccc(Cl)c(Cl)c3)c2C)cc1
-0.4% | -2.0% | O=C(Nc1ccc(Br)cc1)C1CCCC1
0.2% | · | COC(=O)/C=C1/S/C(=N/NC(=O)c2ccccc2C)NC1=O
0.4% | 19.5% | O=C1C2=C(c3ccccc31)[N+](=O)[C@@H]1CCCC[C@@H]1N2[O-]
0.5% | 2.3% | COc1ccc(/C(C)=N/NC(=O)CSCc2cccc(Cl)c2)cc1OC
1.7% | -5.3% | COc1ccccc1CN(Cc1ccco1)S(=O)(=O)c1ccc(-n2cnnn2)c(OC)c1
-0.4% | 3.7% | COc1cc(C(=O)N/C(=C/c2ccc(Br)cc2)C(=O)NCCC(=O)O)cc(OC)c1OC
1.1% | -0.5% | O=c1[nH]c(SCc2cccc3ccccc23)nc2ccccc12
-3.7% | 0.4% | CCOc1ccc(/C=N/N2CCN(Cc3ccccc3Cl)CC2)cc1OC
-25.5% | -5.0% | O=C(COc1ccccc1)c1cn(CC(=O)N2CCOCC2)c2ccccc12
-3.4%&-2.6% | -1.4% | CCCOc1ccc(C(=O)Nc2ccc(Cl)cn2)cc1
2.1% | -3.3% | CCC(C)C(=O)Nc1cc(OC)c(OC)cc1C(=O)O (centres undefined)
-6.3% | 6.3% | O=C(c1cc(-c2ccc3c(c2)OCO3)on1)N1CCN(c2ccc(F)cc2)CC1
4.9% | · | c1ccc(Cn2cnc3ccccc32)cc1
-0.6% | -11.3% | CCn1c2ccccc2c2cc(CN3CCN(C(=O)c4ccco4)CC3)ccc21
-4.3% | -6.8% | CCOC(=O)c1cc2occc2n1CC(=O)NC1CCCCC1C (centres undefined)
5.8% | -6.8% | COc1cc(C(=O)N2CCC(NC(=O)C(Cc3ccccc3)NC(C)=O)CC2)cc(OC)c1OC (centres undefined)

A draw from above in order of count of non-hydrogen atoms, falling.
Hsp70 inhibitors | Rat MKP-3 inhibitors | canonical_smiles
1.7% | -5.3% | COc1ccccc1CN(Cc1ccco1)S(=O)(=O)c1ccc(-n2cnnn2)c(OC)c1
-6.3% | 6.3% | O=C(c1cc(-c2ccc3c(c2)OCO3)on1)N1CCN(c2ccc(F)cc2)CC1
-25.5% | -5.0% | O=C(COc1ccccc1)c1cn(CC(=O)N2CCOCC2)c2ccccc12
-3.7% | 0.4% | CCOc1ccc(/C=N/N2CCN(Cc3ccccc3Cl)CC2)cc1OC
2.1% | -3.3% | CCC(C)C(=O)Nc1cc(OC)c(OC)cc1C(=O)O (centres undefined)

Other entries follow.
Hsp70 inhibitors | Rat MKP-3 inhibitors | canonical_smiles
11.4% | -7.5% | COc1cccc(C(=O)Nc2nc(-c3ccc(S(=O)(=O)N4CCOCC4)cc3)cs2)c1
-3.8% | -1.8% | C=CCSc1nnc(NC(=O)CSc2ccccn2)s1
9.4% | 0.1% | CCC1CCc2c(sc(NC(=O)Nc3ccccc3)c2C(N)=O)C1 (centres undefined)
2.1% | -0.3% | COC(=O)CSc1nc(C)cc(C)n1
-3.5% | -4.6% | CC(C)CC(OC(=O)c1cccs1)C(=O)NCc1cccs1 (centres undefined)
1.4% | 3.8% | COc1ccc(C(=O)Nc2ccc(-c3ccc(C)o3)cc2)cc1S(=O)(=O)N1CCOCC1
-4.3% | 17.9% | CC(C)C1=NN2C(=N)/C(=C/c3ccc(-c4ccc([N+](=O)[O-])cc4)o3)C(=O)N=C2S1
-2.2% | 9.1% | CC(=O)c1c(N2CCOCC2)nc(=S)n(Cc2ccccc2)c1C
1.9% | -3.6% | CC(=O)Nc1cnc2ccccc2n1
1.9% | · | CCOC(=O)c1c(N)nn(C(=O)C(C)C)c1-c1ccc(OC)cc1
6.5% | · | CCOc1cc(CNc2ccc3c(c2)CCC3)ccc1OC
-5.7% | 0.8% | CCOC(=O)N1CCN(C(=O)c2cnn3c(C)c(Cc4ccc(C)cc4)c(C)nc23)CC1
· | 8.3% | COc1ccccc1OCCSc1nnc(C)n1-c1ccccc1
-1.4% | 4.3% | N/C(=C/C(=O)c1ccc(Cl)cc1)C(F)(F)F
-3.1% | 8.1% | COc1ccc(-c2csc(Nc3ccc(N)cc3)n2)cc1OC
2.1% | 4.9% | Cc1cccc(N/C(=N\c2nc(C)cc(C)n2)NC(=O)c2ccccc2)c1
-1.9% | -6.4% | CCCC(=O)Nc1c2c(nn1-c1ccc(C)cc1C)CSC2
-2.7% | 1.9% | Cn1nnnc1SCc1c(Cl)cccc1Cl
-0.8% | · | CC1CCCN(C(=O)CCS(=O)(=O)Cc2ccccc2)C1 (centres undefined)
-0.3%&-1.1% | -8.7%&-3.3% | COc1ccc(NC(=O)CN(c2ccc(C)cc2)S(C)(=O)=O)c(OC)c1
10.6% | · | NC(=O)Cn1c(S(=O)(=O)Cc2ccccc2)nc2ccccc21
· | 3.3% | CCSc1nnc(NC(=O)C2CC=CCC2C(=O)O)s1 (centres undefined)
-9.4% | 2.8% | COc1ccc(-c2nc(CS(=O)(=O)CC(=O)Nc3ccc(Cl)cc3)c(C)o2)cc1
-1.3% | 0.8% | O=C(COc1ccc(Br)cc1)Nc1ccc2c(c1)OCO2
-6.5% | -14.8% | COc1ccccc1-n1c(SCC(=O)N2CCCC2)nc2cccnc21
2.5% | -2.6% | CCS(=O)(=O)Nc1ccc2c(c1)N(C(C)=O)c1ccccc1CC2
-0.5% | 2.6% | COc1ccc(CNc2nc3nc(-c4ccccc4)cc(=O)n3[nH]2)cc1OC
2.0% | -7.3% | CCOC(=O)c1sc(NC(=O)CSc2nc(-c3ccco3)cc(C(F)(F)F)n2)c(C#N)c1C
-2.8% | -0.1% | COc1cc(/C=N/n2cnnc2)ccc1Oc1ccc(C(F)(F)F)cc1[N+](=O)[O-]
3.1% | · | COC(=O)c1sc(=S)n(-c2ccc(Cl)cc2)c1C
2.6% | 0.6% | O=C(NNC(=O)c1ccc2c(c1)OCO2)NC1CCCCC1
1.2% | 0.6% | O=C(CNC(=O)c1ccccc1)c1ccc(Cl)cc1
2.0% | 2.8% | CC1(C)CC(N=Cc2c(-c3ccccc3)[nH]n(-c3nc4ccccc4s3)c2=O)CC(C)(C)N1
-1.5% | -4.4% | COc1ccc(C(=O)Nc2ccc(NC(C)=O)cc2)cc1[N+](=O)[O-]
2.9% | -2.2% | Cc1cc(C)c(/C(O)=C/c2nc3ccccc3oc2=O)c(C)c1
1.0% | · | CCOC(=O)C1=C(CSc2nc3c(cc2C#N)CN(C)CC3)OC(N)=C(C#N)C1c1ccc(Cl)cc1 (centres undefined)
1.2% | -3.8% | COC(=O)c1ccccc1NC(=O)CSc1ccccn1
5.4% | · | COc1ccc(C(CC(=O)NCc2ccco2)c2ccc(F)cc2)cc1 (centres undefined)
1.0% | -15.3% | CCOC(=O)N1CCC2(CC1)CC(=O)c1c(ccc3oc(C(=O)O)c(C)c13)O2
-4.7% | 9.8% | O=C(NCc1cccs1)C1CC(=O)N(c2ccc(F)cc2)C1 (centres undefined)
-4.0% | -12.2% | COc1ccccc1/C=c1\sc2nc(-c3cccs3)nn2c1=O
7.9% | -6.5% | CC(C)CCNC(=O)C1CCCN(S(=O)(=O)c2ccc(F)cc2)C1 (centres undefined)
1.2% | 0.1% | Cc1nn(Cc2ccccc2)c(C)c1NC(=O)c1cc(-c2ccc3c(c2)OCO3)on1
3.4% | -17.1% | Cc1cccc(C)c1OCC(=O)Nn1c(C)nc2ccccc2c1=O
-5.3% | 4.3% | O=C(c1ccccc1Cl)N1CCN(c2nc3ccccc3s2)CC1
-0.8% | -15.5% | Cc1cc(C)n2nc(SC3CCCCN(C(=O)c4ccc(F)cc4)C3=O)nc2n1 (centres undefined)
0.9% | -2.9% | C=C(C)Cn1c(SCC)nc2ccccc2c1=O
-0.4% | · | COc1ccc(N(C(=O)C(C)C)S(=O)(=O)c2ccc(Cl)cc2)cc1
· | -9.4% | CC1CC(C)CN(c2nc3c(c(=O)n(C)c(=O)n3C)n2C)C1 (centres undefined)
5.8% | -6.5% | O=C(Nc1ccccc1C(=O)N1CCN(c2ccccc2)CC1)c1ccco1
0.3% | 0.0% | CC1CCN(S(=O)(=O)c2ccc3[nH]c(=O)c(=O)[nH]c3c2)CC1
0.2% | -1.4% | CC1=CC(c2ccccc2)n2c(nc3ccccc32)N1 (centres undefined)
3.1% | -1.1% | Nc1nc(SCc2ccccc2)[nH]c(=O)c1-c1ccccc1
-3.0% | · | Cc1[nH]nc2c1C(c1cccnc1)N(c1ccc(Br)cc1)C2=O (centres undefined)
-2.1% | · | COc1ccccc1OCC(O)Cn1c(=N)n(Cc2ccccc2)c2ccccc21 (centres undefined)
-0.8% | 4.2% | CCSc1nnc(N2C(=O)c3ccc(C(=O)c4ccc(C(=O)O)cc4)cc3C2=O)s1
4.6% | -11.6% | CC(C)CNC(=O)c1ccccc1NC(=O)c1ccc(CN2CCOCC2)cc1
-2.6% | 1.7% | CCOc1cc(C2C(C(=O)OC)=C(C)N=C3SCCC(=O)N32)ccc1OC(C)=O (centres undefined)
0.6% | 0.8% | CCOC(=O)N1CCN(C(=O)COc2ccc(Br)cc2Cl)CC1
2.4% | -8.7% | CCc1nnc(NC(=O)CCN2C(=O)CCC2=O)s1

Full records from above.
CCSCCOC(=O)C1=C(C)NC2=C(C(=O)CCC2)C1c1ccc(OC)c(OCc2ccccc2)c1 (centres undefined) is listed with Hsp70 inhibitors: -2.3%; Rat MKP-3 inhibitors: 3.7%
CCC(C)C(=O)Nc1cc(OC)c(OC)cc1C(=O)O (centres undefined) is listed with Hsp70 inhibitors: 2.1%; Rat MKP-3 inhibitors: -3.3%

Next section:
Hsp70 inhibitors | Rat MKP-3 inhibitors | canonical_smiles
-6.1% | -0.8% | O=C(O)CCC(=O)N1N=C(c2cccs2)CC1c1ccccc1Cl (centres undefined)
-4.6% | 1.5% | O=C(Nc1ccon1)c1sc2cc(F)ccc2c1Cl
-1.4% | 5.7% | CCOC(=O)N1CCC(NC(=O)c2cc(S(=O)(=O)N3CCC4(CC3)OCCO4)ccc2F)CC1
-3.6% | 1.7% | O=C1c2ccccc2C(=O)N1CCCc1nc2ccccc2c(=O)n1Cc1ccccc1
-8.0% | -0.8% | CCc1ccc(CN2CCN(Cc3cc(OC)ccc3O)CC2)cc1
-3.7% | · | CC(C)CN(C(=O)COC(=O)C1c2ccccc2Oc2ccccc21)C1CCS(=O)(=O)C1 (centres undefined)
-1.2% | -6.3% | COc1ccc(N2CCN(Cc3nc4ccccc4c(=O)[nH]3)CC2)cc1
-0.8% | · | O=C(O)c1cn(C2CC2)c2cc(N3CCOCC3)c(F)cc2c1=O
